# Source: PubChem (several laboratories)
# p97 inhibitor: inhibitors of human p97 ATPase; P55072; recombinant p97 ATPase, Kinase-Glo ATP luminescence, 3 h; inhibition, % at 8 µM; 220,000 compounds, 0.42% hits; in the data active = inhibition above about 15%;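 also: 0% = DMSO vehicle and 100% = wells lacking enzyme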
# NPY-Y1 PAM-ag: potentiators or agonists of human neuropeptide Y receptor Y1; 220,000 compounds, 0.37% hits; P25929; NPY-Y1 expressing cells, potentiator/agonist activation; activation, % at 3.6 µM; in the data active = activation above about 33%, passing the limit was not always enough;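 also: cells stimulated with NPY at EC10 then isoproterenol at EC100; 0% = low agonist plus stimulus and 100% = saturating agonist plus stimulus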
# S1P4 ag: activates the human S1P4 receptor; O95977; S1P4-expressing cell line, agonist reporter assay; activation, % at 4.98 µM; 220,000 compounds, 0.35% hits; AID 1509; in the data active = activation above about 11%;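 also: 0% = DMSO vehicle and 100% = reference agonist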
# PGE2 EP2 inh: blocks the human prostaglandin E2 receptor EP2 | C6 glioma cells expressing human EP2, cAMP TR-FRET; cells stimulated with saturating PGE2 | P43116 | 260,000 compounds, 0.52% hits | inhibition, % at 25 µM;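 active = percent inhibition above 40 after rounding to a whole number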;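 also: rat C6 glioma host cells with rolipram phosphodiesterase inhibitor present; the protocol text gives 20 µM as final concentration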
# eIF4E 4G PPI: eIF4E/eIF4G interaction inhibition in translation initiation; P63073+Q04637; TR-FRET eIF4E-eIF4GI(517-606) binding, 2 h; inhibition, % at 21.7 µM; 220,000 compounds, 0.37% hits; AID 782;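 active = inhibition above about 30%, limit read from the data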;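 also: 0% = full FRET control wells and 100% = background wells lacking eIF4GI fragment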
# Target sequence (P63073 whole entry, looked up, the tested form may be a part): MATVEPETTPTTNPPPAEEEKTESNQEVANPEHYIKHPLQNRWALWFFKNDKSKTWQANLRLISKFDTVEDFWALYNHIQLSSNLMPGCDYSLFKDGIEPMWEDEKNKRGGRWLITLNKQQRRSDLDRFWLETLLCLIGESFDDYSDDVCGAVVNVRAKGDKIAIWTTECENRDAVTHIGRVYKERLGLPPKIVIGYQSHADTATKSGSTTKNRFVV
# Target sequence (Q04637 whole entry, looked up, the tested form may be a part): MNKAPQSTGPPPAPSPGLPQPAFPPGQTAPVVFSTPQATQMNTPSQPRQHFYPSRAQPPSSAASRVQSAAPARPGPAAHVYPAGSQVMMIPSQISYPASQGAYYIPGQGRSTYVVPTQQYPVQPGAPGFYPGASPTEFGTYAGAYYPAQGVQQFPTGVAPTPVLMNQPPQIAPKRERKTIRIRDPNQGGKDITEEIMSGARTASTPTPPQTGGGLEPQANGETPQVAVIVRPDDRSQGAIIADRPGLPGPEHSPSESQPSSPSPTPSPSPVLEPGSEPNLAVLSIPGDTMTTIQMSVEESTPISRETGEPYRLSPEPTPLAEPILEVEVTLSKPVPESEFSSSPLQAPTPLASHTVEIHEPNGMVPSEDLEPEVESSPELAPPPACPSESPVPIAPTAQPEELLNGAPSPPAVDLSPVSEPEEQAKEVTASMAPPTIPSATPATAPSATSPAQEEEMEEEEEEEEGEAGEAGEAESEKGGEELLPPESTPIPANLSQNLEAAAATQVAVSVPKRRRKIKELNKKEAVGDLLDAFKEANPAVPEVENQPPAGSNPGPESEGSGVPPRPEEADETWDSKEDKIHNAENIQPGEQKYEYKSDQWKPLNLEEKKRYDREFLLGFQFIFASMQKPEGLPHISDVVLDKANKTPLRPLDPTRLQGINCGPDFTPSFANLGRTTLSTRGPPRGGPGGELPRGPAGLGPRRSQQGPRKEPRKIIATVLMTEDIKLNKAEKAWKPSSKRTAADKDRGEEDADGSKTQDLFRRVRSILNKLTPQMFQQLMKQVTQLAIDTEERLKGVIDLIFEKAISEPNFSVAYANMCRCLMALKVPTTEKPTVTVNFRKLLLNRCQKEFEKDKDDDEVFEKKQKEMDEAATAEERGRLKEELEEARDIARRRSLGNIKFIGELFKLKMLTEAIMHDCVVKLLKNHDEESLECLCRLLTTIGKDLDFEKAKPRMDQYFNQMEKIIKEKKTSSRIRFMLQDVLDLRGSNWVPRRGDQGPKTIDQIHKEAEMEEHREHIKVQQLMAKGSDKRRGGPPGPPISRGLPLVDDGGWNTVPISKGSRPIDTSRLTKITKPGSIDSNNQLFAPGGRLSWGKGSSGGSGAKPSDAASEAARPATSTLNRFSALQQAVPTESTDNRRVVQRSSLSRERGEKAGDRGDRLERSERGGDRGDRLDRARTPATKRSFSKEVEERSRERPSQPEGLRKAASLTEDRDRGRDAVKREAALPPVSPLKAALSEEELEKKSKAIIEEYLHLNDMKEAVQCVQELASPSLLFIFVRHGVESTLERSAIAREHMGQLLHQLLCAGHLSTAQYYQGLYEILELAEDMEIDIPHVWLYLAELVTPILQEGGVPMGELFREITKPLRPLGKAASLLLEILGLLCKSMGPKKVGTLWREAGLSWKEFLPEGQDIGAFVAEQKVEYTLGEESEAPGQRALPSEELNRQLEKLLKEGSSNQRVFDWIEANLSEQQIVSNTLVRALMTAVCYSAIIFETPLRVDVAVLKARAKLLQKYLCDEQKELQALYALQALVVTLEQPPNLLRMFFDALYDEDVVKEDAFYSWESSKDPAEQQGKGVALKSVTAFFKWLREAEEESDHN
# EP2 mod: EP2 receptor (human) modulation | P43116 | 260,000 compounds, 0.83% hits | induction, % at 25 µM | EP2-expressing cells, cAMP HTRF FRET, PGE2 co-stimulation;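 active = compounds whose cAMP rise, as percent of the full-agonist control response, exceeds 60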;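 also: rat C6 glioma line stably carrying human EP2 under a CMV promoter; the protocol text gives 20 µM as final concentration; 100% = response of wells given 1 µM PGE2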
# NPY Y1 blocker: blocks the human neuropeptide Y Y1 receptor. P25929. HEK293-CNG Y1 cells, membrane potential fluorescence; NPY at EC95, then isoproterenol. inhibition, % at 3.6 µM. 200,000 compounds, 1% hits;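 active = inhibition above the campaign mean inhibition of all tested compounds plus 3 SD, cut at about 20% in these data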;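 also: 0% = DMSO wells given NPY plus isoproterenol and 100% = isoproterenol alone without NPY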
#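 Assay system: HEK293 cells with Y1 receptor plus CNG channel | Probe or stimulus: NPY (25 nM), isoproterenol (1 µM), Ro 20-1724 (25 µM) | Timing: Compound incubation 1 h at room temperature, readout 45 min post-stimulation | Measured by: Membrane-potential fluorescent dye readout | Benchmarks: High control isoproterenol alone, low control NPY with isoproterenol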
# NPY2 pot ag: human NPY-Y2 potentiation or agonism, primary screen | 220,000 compounds, 0.45% hits | activation, % at 3.6 µM | P49146 | cells expressing NPY-Y2, potentiator/agonist read-out; in the data active = activation above about 27%;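 also: cells stimulated with NPY near EC25 plus isoproterenol at EC100; 0% = vehicle plus submaximal agonist and 100% = vehicle plus saturating agonist; some results beyond the cut were filed as inactive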
# S1P4 antagonist: blocks the human S1P4 receptor; S1P4-expressing cells, antagonist mode, reporter read-out; 220,000 compounds, 0.26% hits; inhibition, % at 4.98 µM; O95977; AID 1510; in the data active = inhibition above about 29%;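 also: 0% = wells stimulated with agonist and 100% = vehicle wells without agonist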
# Numbers without * were called inactive; . = no result given; & = joins results of further samples; [ ] = dose if it differs, or a comment.
# The first 2 entries, to show the layout:
no.	Compound	S1P4 antagonist	S1P4 ag	NPY-Y1 PAM-ag	p97 inhibitor	EP2 mod	NPY Y1 blocker	NPY2 pot ag	eIF4E 4G PPI	PGE2 EP2 inh
1	Cc1ccc(Cl)cc1N1CCN(C(=O)C2CCC(=O)N2C(C)C)CC1 (stereo unspecified)	-10	0.7	1	8	6	3	13	3[fluorescence artefact?]	7
2	CC1CCN(C(=S)NC2CCCCC2)CC1	-34	2.3	-3	-1	6	4	-9	-7[fluorescence artefact?]	11

# This part in full, from the first entry:
no.	Compound	S1P4 antagonist	S1P4 ag	NPY-Y1 PAM-ag	p97 inhibitor	EP2 mod	NPY Y1 blocker	NPY2 pot ag	eIF4E 4G PPI	PGE2 EP2 inh
1	Cc1ccc(Cl)cc1N1CCN(C(=O)C2CCC(=O)N2C(C)C)CC1 (stereo unspecified)	-10	0.7	1	8	6	3	13	3[fluorescence artefact?]	7
2	CC1CCN(C(=S)NC2CCCCC2)CC1	-34	2.3	-3	-1	6	4	-9	-7[fluorescence artefact?]	11
3	Clc1ccc(-n2ncc3c(NCc4cccs4)ncnc32)cc1	2	1.8	1	7	-20	2	7	-3	9
4	COc1cccc(C(=O)N/N=C/c2ccc(OC3CSC3)cc2)c1	2	-0.9	8	-1	-4	-3	-11	-14	10
5	Cc1c(C(=O)/C=C/N(C)C)nnn1-c1ccc(Cl)cc1Cl	-5	1.3	25	0	-1	.	34	-6	1
6	COc1ccccc1NC(=O)C1C2CCCCC21 (stereo unspecified)	-5	0.4	3	6	-25	3	10	-7[fluorescence artefact?]	.
7	O=C(Nc1ccc(Br)cc1Cl)N1CCOCC1	6	1.6	13	3	1	-1	21	-6	5
8	O=C(O)CCCNC(=O)/C(=C\c1ccccc1F)NC(=O)c1ccccc1	-1	2.8	0	0	34	0	-10	4	8
9	CCN(C(=O)c1cnc(OC)cc1C(F)(F)F)c1ccc(Cl)cc1	9	1.5	-13	-3	-13	.	15	-4	12
10	NC(=O)C1(N2CCCCC2)CCN(C(=O)Nc2ccccc2C(F)(F)F)CC1	-5	1.0	-25	4	16	3	-4	0[fluorescence artefact?]	7
11	O=c1c2c3c(sc2nc2n1CCC2)CCCCC3	-18	0.2	5	2	-5	1	-6	1	5
12	O=C(NCC(=O)N1CCC(N2CCCCC2)CC1)C1CCCCC1	-7	1.3	-21	6	21	-3	9	5[fluorescence artefact?]	6
13	CCC(NC(=O)C1(C)CC1(Br)Br)c1ccc(C)cc1 (stereo unspecified)	7	-0.6	-4	-2	-9	9	-4	-2	9
14	COc1ccc(-c2nnc(-c3ccc(N)cc3)o2)cc1	-7	1.4	12	3	-32	-2	6	-3	14
15	CCCNc1cc(=O)n(C)c(=O)n1C	1	-3.9	-11	1	26	-5	1	3	9
16	Cc1c(C(=O)O)oc2ccc(S(=O)(=O)NCc3ccc4c(c3)OCO4)cc12	-14	0.7	4	6	2	4	-18	-5	.
17	Cc1ccc(-n2c(-c3ccncc3)nnc2-c2ccco2)cc1	9	0.3	6	-4	-2	0	-3	10	6
18	CSc1nc(C(=O)N2CCc3c([nH]c4ccccc34)C2c2ccccn2)cs1 (stereo unspecified)	-5	1.3	7	-3	-56	-1	-2	-3	5
19	CCOc1cc(/C=C/c2nc3cc(C)c(C)cc3s2)ccc1OCC(=O)N1CCOCC1	-5	1.2	-12	-5	-29	2	2	7	6
20	COc1ccc(NC(=O)CC2C(=O)N(c3ccccc3)C(=O)N2Cc2ccco2)cc1 (stereo unspecified)	2	-0.3	20	9	-26	-3	0	-2	0
21	CCN(CC)CCCn1c(=S)[nH]c2cc(OC)c(OC)cc2c1=O	-10	0.0	-7	0	-12	1	7	9	6
22	CCc1ccc(OCCNC(=O)c2ccccc2SCc2ccc(F)cc2)cc1	3	0.8	-17	-5	34	8	-9	2	.
23	COc1cc(OC)c(/C=N/NC(=O)c2ccc([N+](=O)[O-])cc2)cc1Br	-6	0.1	23	1	-17	2	7	2	4
24	COc1cc2nc(CC(C)C)n(NC(=O)c3ccccc3)c(=O)c2cc1OC	-10	-0.1	5	1	21	2	13	8	4
25	CCCOc1ccc(C(=O)CCNc2cccc(Cl)c2)cc1	-8	-3.1	5	1	23	7	2	-1	4
26	O=C(c1ccncc1)c1ccc([N+](=O)[O-])cc1	-18	1.1	1	4	6	2	-2	2	9
27	O=C(Nc1ccc(-n2nncc2-c2ccco2)cc1)c1cccc(F)c1	4	0.8	-12	-1	1	3	2	0	.
28	CCOC(=O)Cn1c(=NC(=O)C2CC2)sc2c(C)cc(C)cc21	15	-1.9	-11	-9	28	.	-15	-13	4
29	CCOC(=O)c1c(C)oc2ccc(OS(C)(=O)=O)cc12	2	-1.6	-29	-8	5	8	-20	0	5
30	CN(c1ccc(F)cc1)S(=O)(=O)c1ccc(Cl)c(C(=O)Nc2ccc3c(c2)CCC3)c1	-12	1.0	-3	-1	12	-5	4	-1	7
31	CC(C)(C)/C=N/NC(=O)C1CC1	9	-2.6	11	-3	-26	.	-16	-4	3
32	O=C1CC(c2ccccc2)=NN1c1ccc([N+](=O)[O-])cc1	0	-0.8	25	-3	-47	-5	13	-4	3
33	CC(=O)C1=C(C)NC(=O)NC1c1cc(Br)ccc1OCC(N)=O (stereo unspecified)	-10	0.2	-21	2	22	-5	13	1[fluorescence artefact?]	7
34	Cn1nnnc1SCC(=O)Nc1c(Cl)cccc1Cl	-7	-1.6	-3	7	-8	-3	4	-1	.
35	CC(C)C(C(=O)NCc1ccco1)N(C(=O)CNS(=O)(=O)c1ccc(Cl)cc1)C1CCCC1 (stereo unspecified)	8	11*	8	-5	4	0	11	12	8
36	COc1ccc(OC)c(NC(=O)N2CCCC(CNS(=O)(=O)c3cccs3)C2)c1 (stereo unspecified)	15	4.5	8	5	-17	5	9	-1	9
37	CC1=Nn2c(nnc2-c2ccccc2)SC1	-3	0.7	-6	5	4	2	-7	-1[fluorescence artefact?]	19
38	Cc1ccsc1C1NC(=O)c2c(sc3c2CCCC3)N1 (stereo unspecified)	-11	1.4	-5	-5	-4	0	7	-1[fluorescence artefact?]	10
39	CCOC(=O)c1cccc(NC(=O)CSc2nc3ccccc3c(=O)n2CC)c1	-12	0.8	-4	2	-43	5	2	5[fluorescence artefact?]	7
40	CCN(CC)C1CCS(=O)(=O)C1 (stereo unspecified)	-11	-1.6	-7	-4	-4	5	-13	-3	3
41	COCCNC(=O)c1ccc2c(c1)nc(C)n2-c1cc(OC)c(OC)c(OC)c1	5	-0.7	22	3	-10	11	4	6	20
42	CCCCS(=O)(=O)Nc1ccc(Cc2ccncc2)cc1	-17	0.2	14	3	-2	-6	2	4	9
43	COc1ccccc1NCC(=O)NNCC(=O)Nc1ccc(F)c(Cl)c1	-6	0.2	-1	5	-18	5	12	-3	8
44	COc1ccc(OC)c(/C=N/NC(=O)CSc2nnc(C)n2-c2ccccc2)c1	6	-1.4	-11	-1	-17	0	3	-2	7
45	Cc1ccc(S(=O)(=O)NCCOCCNS(=O)(=O)c2ccc(C)cc2)cc1	-7	-0.8	8	-1	24	-2	13	5	6
46	COc1cc2c(N3CCOCC3)cc(O)c(CC(=O)Nc3ccccc3)c2cc1OC	-5	-1.0	-12	0	-9	6	-10	0[fluorescence artefact?]	8
47	COc1cc(NC(=O)c2ccco2)c(OC)cc1NC(=O)Nc1cccc(Cl)c1	6	0.5	8	-2	-20	-5	-3	-8	38
48	CC1=Nc2ccccc2N=C(NC(=O)c2ccccc2)C1c1ccccc1 (stereo unspecified)	3	0.5	5	2	-15	7	8	-3	8
49	O=C(Cc1ccccc1)N/N=C/c1cccn1-c1ccc([N+](=O)[O-])cc1	-9	-2.9	8	5	-12	3	6	-1[fluorescence artefact?]	5
50	Cc1ccc(-c2nnc(Nc3ccc(C(=O)N(C)C)cc3)c3ccccc23)cc1S(=O)(=O)NCC1CCCO1 (stereo unspecified)	-19	1.1	7	6	2	1	-1	2	4
51	COC(=O)c1cn(C(=O)c2ccc(C)cc2C)c2ccccc12	-4	-0.5	-6	0	47	19	-6	-1	4
52	O=C(CCc1nnc(CCCCc2ccccc2)o1)NCc1cc(F)ccc1F	7	0.8	-6	-5	-3	7	-7	1	11
53	O=C1Nc2ccc(F)cc2C12SCCS2	0	-2.6	-13	5	-18	0	25	4	.
54	N#Cc1c(NC(=S)NC(=O)C2CCCC2)sc2c1CCCCC2	-15	-0.5	-23	4	-10	4	9	1	12
55	COc1ccc(Cn2nnnc2C(CC(C)C)N2CCC(C(N)=O)CC2)cc1 (stereo unspecified)	-8	3.1	19	2	23	0	2	-4	8
56	COC(=O)c1cc(-c2c(C)oc3cc(OC(C)C)ccc3c2=O)c(C)o1	-6	-1.8	8	-2	-1	-1	4	-2	11
57	Cc1cnc(C(=O)Nc2nnc(SCc3c(Cl)cccc3Cl)s2)cn1	-2	0.7	2	2	-9	4	-6	14	7
58	Cc1ccc(N2C(=O)C3C4C=CC(CNC(=S)Nc5ccc(F)cc5)(O4)C3C2=O)cc1 (stereo unspecified)	-3	-0.8	-32	-3	-10	-1	-5	6[fluorescence artefact?]	6
59	CCn1c2ccccc2c(=O)c2ccccc21	-4	10	-11	2	-29&-15	10	-8	5	6&4
60	CC(C)Cn1[nH]c2c3c(ccc2c1=O)C(=O)c1ccccc1C3=O	-18	1.9	-13	10	-14	-2	7	16[fluorescence artefact?]	17

# Next part
no.	Compound	S1P4 antagonist	S1P4 ag	NPY-Y1 PAM-ag	p97 inhibitor	EP2 mod	NPY Y1 blocker	NPY2 pot ag	eIF4E 4G PPI	PGE2 EP2 inh
61	CCc1cc2c(NCC3CCCO3)ncnc2s1 (stereo unspecified)	-15	-0.3	-8	-8	-10	2	0	2	5
62	O=C(CCCc1c[nH]c2ccccc12)Nc1ccc(S(=O)(=O)Nc2ncccn2)cc1	-13	1.5	14	3	-33	.	12	-1	8
63	Cc1cc(OCC(=O)N2CCCCCC2)ccc1[N+](=O)[O-]	-22	0.5	-13	0	17	4	5	3	7
64	CCN1CCN(C(=O)Nc2ccc(OC)cc2OC)CC1	3	-2.1	-3	-2	-6	-4	-2	3	7
65	COc1c(/C=N/NS(=O)(=O)c2ccc(C)cc2)c(CCN(C)C(C)=O)cc2c1OCO2	3	0.3	-14	-5	15	.	7	5	8
66	CCn1c(C)nc([N+](=O)[O-])c1Sc1ccc(F)cc1	3	3.2	-5	2	23	1	-1	2	12
67	O=C(Nc1cccc2ccccc12)C1CCN(C(=O)NCc2ccccc2)CC1	-25	0.6	-3	4	11	4	-20	2	5
68	Cc1cccnc1NC(=O)C12CCC(C)(C(=O)O1)C2(C)C (stereo unspecified)	-19	-0.1	-20	2	9	-3	-5	6	4
69	Cc1cc(C)c(C(=O)CSc2nnc(C)c(=O)[nH]2)cc1C	-5	-1.3	-16	-2	-4	6	-17	-3	4
70	Cc1nc2nc(SCC(=O)NCc3ccco3)nn2c(C)c1Cc1c(F)cccc1Cl	-5	0.3	-30	-3	28	17	-16	1	12
71	COc1ccccc1Oc1ccc(N/C=C/C(=O)C(C)(C)C)cc1	-6	0.2	-10	3	-35	8	-7	2	7
72	O=C(CO/N=C1\CCCc2nonc21)Nc1ccc(Br)cc1	-3	0.0	-11	-1	-15	5	-11	5	2
73	c1cnn(-c2cncc(-n3cccn3)n2)c1	-24	1.1	3	3	2	0	-4	14	6
74	COc1ccccc1NC(=S)NC(=O)c1ccc(-c2ccc(Cl)cc2)o1	-2	-1.4	9	-1	-9	12	-7	0	6
75	Cc1ccc(Cn2nnc3c(=O)n(CC(=O)c4ccccc4)cnc32)cc1	-15	-1.0	-12	-7	19	5	-13	0	11

# This is a subset; count on the stated rates, not on these rows.
